PTHR1 agonist: qHTS for PTHR1 Agonists: Primary Screen | Parathyroid hormone/parathyroid hormone-related peptide receptor (Homo sapiens), Q03431 | HEK293 GP2 PTHR1 cells, GloSensor cAMP luminescence, 1 h | Potency, µM (titrated, usually from 115 µM), for inactives: top-dose activation, usual class: activators | 410,000 compounds, 0.075% hits | AID 743266, 2014; also: potency is read from the fitted curve at half-maximal effect; nearly all actives have a fitted effect of over 55% in size; some results filed as inactive show a strong effect at the top dose; inactives centre near -15; many of its hits are not listed in these tables
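HEK-293-derived GP2 cells expressing PTHR1 and a GloSensor cAMP reporter, 3,000/well, plated overnight, given luciferin plus IBMX (each 0.5 mM as added) for 1 h at 37 °C, then compound for 1 h at 37 °C. Luminescence was read after 15 min at room temperature.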
EPAC1 ag: qHTS for Agonist of cAMP-regulated guanine nucleotide exchange factor 3 (EPAC1): primary screen | 360,000 compounds, 0.073% hits | Potency, µM (series often up to 154 µM), inactives show at the highest dose activation, usual class: activators | EPAC1 agonist qHTS, biochemical assay; response scale: 100% = response to 6.5 mM cAMP | AID 720707, 2013 | Rap guanine nucleotide exchange factor 3 (Homo sapiens), O95398; also: potency is read from the fitted curve at half-maximal effect; nearly all actives have a fitted effect of over 60% in size
Target sequence (O95398 whole entry, looked up): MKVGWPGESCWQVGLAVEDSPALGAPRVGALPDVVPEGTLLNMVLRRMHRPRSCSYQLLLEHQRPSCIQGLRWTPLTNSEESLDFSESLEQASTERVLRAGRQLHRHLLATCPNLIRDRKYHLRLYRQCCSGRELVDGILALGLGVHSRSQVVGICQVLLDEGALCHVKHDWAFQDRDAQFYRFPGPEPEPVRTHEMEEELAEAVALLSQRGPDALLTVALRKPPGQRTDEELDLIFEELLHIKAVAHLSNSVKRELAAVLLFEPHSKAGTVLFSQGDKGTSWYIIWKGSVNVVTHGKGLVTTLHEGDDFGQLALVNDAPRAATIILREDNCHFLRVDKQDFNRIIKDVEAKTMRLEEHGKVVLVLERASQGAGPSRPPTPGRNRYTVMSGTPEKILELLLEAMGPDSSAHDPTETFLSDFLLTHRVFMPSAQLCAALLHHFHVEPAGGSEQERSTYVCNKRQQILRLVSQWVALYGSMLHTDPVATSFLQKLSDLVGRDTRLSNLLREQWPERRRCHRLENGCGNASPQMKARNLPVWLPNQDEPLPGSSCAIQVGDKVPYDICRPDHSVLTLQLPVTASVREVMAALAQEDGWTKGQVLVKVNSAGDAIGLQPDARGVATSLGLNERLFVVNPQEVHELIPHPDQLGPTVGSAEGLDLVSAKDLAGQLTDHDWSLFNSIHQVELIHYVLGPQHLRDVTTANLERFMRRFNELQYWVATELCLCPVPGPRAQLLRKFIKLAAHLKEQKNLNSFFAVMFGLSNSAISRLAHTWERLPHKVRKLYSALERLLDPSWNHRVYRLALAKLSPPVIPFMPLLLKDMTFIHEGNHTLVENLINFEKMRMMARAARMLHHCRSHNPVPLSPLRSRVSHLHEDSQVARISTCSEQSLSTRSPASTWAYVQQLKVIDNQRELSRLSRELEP
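EPAC1 100 nM, Rap1B–BODIPY-GDP 250 nM, unlabeled GDP 50 uM; compound titration; 5 min RT; kinetic read ex480/em540 at 5-min intervals ×30 min; data normalized to 6.5 mM cAMP agonist control.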
EPAC1 antag: qHTS for Antagonist of cAMP-regulated guanine nucleotide exchange factor 3 (EPAC1): primary screen; EPAC1 GEF assay, Rap1b-BODIPY-GDP exchange fluorescence; Potency, µM (titrated, usually from 115 µM), for inactives: at the top dose activity change, negative = inhibition, actives largely listed as inhibitors; 360,000 compounds, 0.14% hits;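 also: potency is read from the fitted curve at half-maximal effect; plate controls were vehicle for no effect and positive control for full effect; nearly all actives have a fitted effect of over 50% in size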
GLP1R ag: qHTS of GLP-1 Receptor Agonists | AID 624172, 2012 | HEK293 GLP-1R CRE-luciferase, luminescence, 4-6 h; cells express a hypersensitive GLP-1R form | Glucagon-like peptide 1 receptor (Homo sapiens), P43220 | 380,000 compounds, 0.007% hits | Potency, µM (highest dose often 45.6 µM), without a hit: at the highest dose activation, hits mostly activators; also: potency is read from the fitted curve at half-maximal effect; % of control where 0% means no effect
GLP1R inv ag: qHTS of GLP-1 Receptor Inverse Agonists (Inhibition Mode). HEK293 GLP-1R CRE-luciferase, luminescence, 24 h; GLP-1R form is constitutively active. Glucagon-like peptide 1 receptor (Homo sapiens), P43220. AID 624417, 2012. 410,000 compounds, 1.6% hits. Potency, µM (top dose mostly 38.3 µM), for the others: at the highest dose activity change, negative = inhibition, most hits filed as inhibitors; also: potency is read from the fitted curve at half-maximal effect; % is scaled to controls: 0 for no effect and ±100 for the full control effect; nearly all actives have a fitted effect of over 55% in size
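Inverse agonists were sought by their lowering of basal cAMP reporter luciferase output in HEK293 cells stably carrying constitutively active human GLP-1R, after 24 h compound treatment.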
PLK1 PBD block: qHTS for Inhibitors of PLK1-PDB (polo-like kinase 1 - polo-box domain): Primary Screen; Plk1 PBD binding of FITC phosphopeptide, fluorescence polarization; 360,000 compounds, 2.8% hits; Serine/threonine-protein kinase PLK1 (Homo sapiens), P53350; Potency, µM, without a hit: max response, negative = inhibition, hits mostly inhibitors; AID 720504, 2013; also: potency is read from the fitted curve at half-maximal effect; series mostly up to about 57 µM; % is scaled to controls: 0 for no effect and ±100 for the full control effect; nearly all actives have a fitted effect of over 65% in size
IL2 activator: qHTS of IL-2 Activators | AID 652025, 2013 | 360,000 compounds, 0.065% hits | activation, % (series mostly up to about 46 µM) | IL-2 activation reporter assay, cell-based qHTS; stimulated with anti-CD3/CD4/CD28 beads; in transgenic mouse T cells; in the data active = activation above about 50%; inconclusive = mostly about 30% to 49%; also: 0% is about no effect
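Screening format: compound pinned onto unstimulated transgenic mouse T cells, 60 min incubation, then anti-CD3/anti-CD4/anti-CD28 bead stimulation for 18 hours at 37 degrees C, followed by EGFP and DsRed detection.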
PI5P4Ka inh: qHTS for Inhibitors of phosphatidylinositol 5-phosphate 4-kinase (PI5P4K) | AID 652105, 2013 | Phosphatidylinositol 5-phosphate 4-kinase type-2 alpha (Homo sapiens), P48426 | max response, % | PI5P4Kalpha enzyme, ADP-Glo luminescence, 60 min; hits give low values | 330,000 compounds, 1.2% hits; active = max response of -50% or lower; inconclusive = between -30% and -50%; inactive = -30% or higher; also: value at the top dose of about 77 µM; % is scaled to controls: 0 for no effect and ±100 for the full control effect
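ADP-Glo luminescence end-point after a 60 min room-temperature kinase reaction. PI5P4Kalpha and substrate in HEPES pH 7.4 buffer with EGTA, 0.1% CHAPS and 5% DMSO; ATP at 5 microM final.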
GLP1R cytotox: qHTS of GLP-1 Receptor Inverse Agonists: Cytotox Screen | HEK293 cAMP-luciferase reporter cells, luminescence, 24 h | Potency, µM (highest dose often 38.3 µM), for the others: at the top dose activity change, negative = inhibition, usual class: inhibitors | 410,000 compounds, 0.13% hits;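 also: loss of luciferase light is scored as toxicity; potency is read from the fitted curve at half-maximal effect; % is scaled to controls: 0 for no effect and ±100 for the full control effect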
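Cells in DMEM/10% Nu serum/1% pen-strep, 1536-well format. Pre-incubated 12 h, dosed with 23 nL compound, incubated a further 24 h. Luciferase detection, 12 min at room temp, luminescence.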
Active calls of the source: *; i = inactive; ? = inconclusive; · = not tested or not shown; & = joins results of further samples; [ ] = remark or other dose. Unless noted, calls follow the shape of the dose curve; as a rule, active = well fitted curve in the direction sought with a large enough effect; inconclusive = small, poorly fitted or top-dose-only effect, or another doubt; inactive = no such curve, though single readings can be large; an effect the other way counts as inactive or inconclusive. A portion of the library; rates above refer to the full screens.

SMILES | PTHR1 agonist | EPAC1 ag | EPAC1 antag | GLP1R ag | GLP1R inv ag | PLK1 PBD block | IL2 activator | PI5P4Ka inh | GLP1R cytotox
COc1ccc(NC(=O)CS(=O)c2ccc(F)cc2)cc1 (configuration not stated) | 17% | 12% | 5% | 0% | 14% | -10% | -3.1 | 0 | -6%
C=C(C)CSc1nncn1/N=C/c1ccc(OC)cc1 | i | 3% | -10% | ? | 0% | -6% | 4.4 | · | 3%
C=CCN(CC=C)Cc1cc(=O)oc2cc(C)ccc12 | -18% | -20% | 4% | 14% | 21% | -2% | -0.3 | -5 | 5%
CN=C(NC1CCCCC1)c1ccc(Cl)cc1 | i | -8% | -4% | 4% | -3% | -1% | 0.1 | -3 | -8%
CC(NC(=O)COc1ccc(/C=N/NC(=O)C(=O)Nc2ccccc2Br)cc1)c1ccccc1 (configuration not stated) | -17%[57.5 µM] | -11% | -3% | 1% | -1% | 1% | -0.3 | 12 | -15%
CC(=O)N1c2c(ccc3ccccc23)C(C)CC12CCCCC2 (configuration not stated) | i | 4% | ? | -8% | ? | -5% | -0.6 | 18 | -20%
Cc1cc(Br)c(NC(=O)COC(=O)CSc2nnc(-c3ccc(Cl)cc3)o2)c(Br)c1 | i | -5% | -5% | -2% | 25% | -2% | 0.1 | -20 | 4%
C=CCOc1ccc(CNCc2cccnc2)cc1OCC | i | -2% | 0% | 0% | 26% | -10% | -2.0 | 2 | -8%
CC1(C)CC(=O)C2=C(C1)Nc1ncnn1C2c1cccs1 (configuration not stated) | -21% | 6% | -1% | -1% | -3% | -7% | 0.3 | 4 | -16%
COc1cccc(-c2cc(C(=O)NCC3CCCO3)on2)c1 (configuration not stated) | i | 5% | -1% | 2% | -3% | -7% | 1.1 | 6 | 1%
CC(C)c1ccc(NC(=O)Cn2c(=O)oc3cccnc32)cc1 | -25% | 2% | -11% | 1% | 11% | -4% | -2.7 | -7 | 4%
CCOC(=O)C1(C)/C(=N/Nc2ccc(Cl)cc2)C(=O)C(=O)N1c1ccccc1 (configuration not stated) | -17% | 4% | 11% | 3% | -9% | ? | -1.8 | · | -32%
COc1cc(C(C)=O)ccc1OCCCOc1cccc2cccnc12 | i | 7% | -21% | 22% | 117%[activator] | 2% | -1.5 | 2 | -9%
CCOC(=O)CSc1nc(-c2ccccc2)nc2ccc(C)cc12 | -3% | 1% | -8% | -7% | 7% | -12% | 0.2 | 1 | -4%
COc1ccc(OC)c(C2C(C(=O)c3cc4ccccc4o3)=C(O)C(=O)N2c2cc(C)on2)c1 (configuration not stated) | -17% | -11% | 12% | -13% | 0% | -28% | -1.6 | -26 | ?
Cc1ccc(OCc2nnc(SCC(=O)Nc3ncc(C)s3)o2)cc1 | 6% | -1% | 12% | -5% | -5% | -1% | -0.9 | 8 | 4%
COc1ccc(-c2cc(C(F)(F)F)n3nc(C(=O)NCCCN4CCOCC4)cc3n2)cc1 | -12% | 6% | 10% | 8% | 11% | -7% | -1.0 | -5 | 15%
Cc1cc(C)nc(N/N=C/c2ccccc2OCc2cccc(Br)c2)n1 | -94%[inhibitor] | 14% | -21% | 7% | 3.5µM* | 0% | -0.9 | 17 | 4µM*
COc1ccc(NC2CCCN(C(=O)c3ccccc3-c3ncc[nH]3)C2)cc1 (configuration not stated) | i | 1% | 6% | 6% | 15% | -9% | -1.4 | 1 | 6%
Cc1ccccc1NC(=O)c1ccc(OCC(=O)Nc2ccccc2F)cc1 | -22% | -4% | 10% | 2% | -15% | 1% | 1.4 | 1 | -6%
COc1ccc(CCNc2ncccc2C#N)cc1OC | -3% | 4% | 22% | 24% | 38%[activator] | 0% | 0.8 | -6 | -4%
Cc1cc2c(cc1S(=O)(=O)N1CCCC1)n(C)c(=O)c(=O)n2C | -9% | 6% | 5% | 4% | 5% | -2% | -1.4 | 1 | -10%
COc1cc(=O)[nH]c(=O)n1CC(=O)c1ccccc1 | i | -1% | 8% | 1% | 10% | -7% | 1.0 | -8 | 4%
COc1ccc(O)c(C2=Nc3ccccc3N=C(c3ccco3)C2)c1 | i | 1% | 2% | 2% | 7% | -3% | 1.1 | 0 | 20%
BrC(/C=N/N1CCN(Cc2ccccc2)CC1)=C/c1ccccc1 | -1% | 1% | -3% | 11% | ? | -10% | -1.6 | 5 | 3%

Copied from the listing for reference:
SMILES | PTHR1 agonist | EPAC1 ag | EPAC1 antag | GLP1R ag | GLP1R inv ag | PLK1 PBD block | IL2 activator | PI5P4Ka inh | GLP1R cytotox
COc1ccc(OC)c(C2C(C(=O)c3cc4ccccc4o3)=C(O)C(=O)N2c2cc(C)on2)c1 (configuration not stated) | -17% | -11% | 12% | -13% | 0% | -28% | -1.6 | -26 | ?
Cc1ccc(OCc2nnc(SCC(=O)Nc3ncc(C)s3)o2)cc1 | 6% | -1% | 12% | -5% | -5% | -1% | -0.9 | 8 | 4%
COc1ccc(-c2cc(C(F)(F)F)n3nc(C(=O)NCCCN4CCOCC4)cc3n2)cc1 | -12% | 6% | 10% | 8% | 11% | -7% | -1.0 | -5 | 15%
Cc1cc(C)nc(N/N=C/c2ccccc2OCc2cccc(Br)c2)n1 | -94%[inhibitor] | 14% | -21% | 7% | 3.5µM* | 0% | -0.9 | 17 | 4µM*
COc1ccc(NC2CCCN(C(=O)c3ccccc3-c3ncc[nH]3)C2)cc1 (configuration not stated) | i | 1% | 6% | 6% | 15% | -9% | -1.4 | 1 | 6%
Cc1ccccc1NC(=O)c1ccc(OCC(=O)Nc2ccccc2F)cc1 | -22% | -4% | 10% | 2% | -15% | 1% | 1.4 | 1 | -6%
COc1ccc(CCNc2ncccc2C#N)cc1OC | -3% | 4% | 22% | 24% | 38%[activator] | 0% | 0.8 | -6 | -4%
Cc1cc2c(cc1S(=O)(=O)N1CCCC1)n(C)c(=O)c(=O)n2C | -9% | 6% | 5% | 4% | 5% | -2% | -1.4 | 1 | -10%

(listing goes on)
SMILES | PTHR1 agonist | EPAC1 ag | EPAC1 antag | GLP1R ag | GLP1R inv ag | PLK1 PBD block | IL2 activator | PI5P4Ka inh | GLP1R cytotox
Cc1ccc(C(=O)OCC(=O)Nc2ccc3c(c2)OCO3)o1 | -9%[57.5 µM] | -8% | 2% | 0% | 10% | -1% | 1.8 | · | -3%
N#Cc1nc(/C=C/c2ccccc2)oc1NCCCN1CCOCC1 | -17% | 4% | -21% | 7% | -12% | -11% | 2.9 | 4 | 18%
CCc1ccc(NC(=O)NCc2cccnc2)cc1 | i | -21% | ? | 4% | 17% | -2% | -4.6 | -10 | -10%
NC(=O)C1=CC2C3C=CC2(O)C(=O)OC3O1 (configuration not stated) | i | 3% | 5% | -7% | ? | -1% | -5.5 | 10 | -21%
NS(=O)(=O)c1ccc(CNc2nc(-c3cccnc3)nc3ccccc23)cc1 | i | 1% | -2% | ? | 201%[activator] | -1% | 0.1 | -2 | -5%
CCOC(=O)c1ccoc1CSCc1ccc(C(=O)OC)o1 | 0%[57.5 µM] | 0% | 8% | 1% | 15% | 27µM* | -0.6 | -23 | 7%
NC(=O)CC(NC(=O)c1ccccc1)c1ccc(NCCOc2ccccc2)c([N+](=O)[O-])c1 (configuration not stated) | i | 6% | 4% | 18% | 7% | -5% | 0.4 | 2 | ?
O=C(COC(=O)c1n[nH]c2ccccc12)c1ccc(F)c(F)c1 | -69%[inhibitor] | 0% | -13% | 14% | ? | -11% | 0.7 | 4 | -9%
Cc1cc(C)cc(NC(=O)Cn2nnc(C(=O)NCc3ccccc3Cl)c2N)c1 | i | -9% | 2% | -5% | ? | -7% | -1.8 | 1 | ?
Cc1ccc(NCCN(C)C)c2c(=O)c3cc(O)ccc3sc12 | i | 3% | -3% | -22% | ? | 6% | -0.1 | 3 | ?
C/C(=N\NC(=O)Cc1ccccc1)c1ccc(Cl)s1 | i | -1% | 21% | -4% | 48%[activator] | -4% | -3.0 | -9 | -7%
COc1ccc(S(=O)(=O)N2CCCCC2)cc1C(=O)NC1CCS(=O)(=O)C1 (configuration not stated) | -6% | 8% | 1% | -5% | 10%&0% | 5% | 0.4 | 4 | -8%&-2%
CCOC(=O)Nc1cccc(OCC(=O)Nc2ccc3c(c2)CCC3)c1 | -12% | -14% | 2% | 22% | ? | 1% | -0.1 | -6 | -11%
CC(C)c1ccc(NC(=O)c2ccc3snnc3c2)cc1 | -23% | 6% | 5% | 7% | -21% | -8% | -2.5 | 1 | -19%
O=C1C=CC(=O)c2c(O)c(CO)c(CO)c(O)c21 | -19% | 17% | ? | -3% | 15% | 9.5µM* | -0.3 | -89* | ?
COc1ccc(NC(=O)N[C@H]2CC[C@@H](CC(=O)NC3CCC3)O[C@@H]2CO)cc1 | -10% | 1% | 8% | · | 6% | -5% | 0.5 | 0 | 3%
COc1ccc(/C=C2/SC(c3ccc(C)cc3)=NC2=O)cc1OC | -27%[57.5 µM] | 24% | 4% | 2% | 51%[activator] | -13% | 1.2 | -19 | 53%[activator]
CC(=O)Oc1ccccc1C(=O)Nc1ccccc1C(=O)N1CCCCC1 | 11% | 2% | 12% | 5% | -19% | 3% | -0.5 | -2 | -9%
